ERAP1 inh = ERAP1 (human) enzyme inhibition; Q9NZ08; recombinant ERAP1, Leu-AMC fluorescence, 60 min; inhibition, % at 10.7 µM; actives 0.15% (n = 340,000); AID 652197;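 active = mean replicate inhibition of at least 30%, or all replicates individually reaching that 30% level; inactive = mean below 30% and not every replicate reaching it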;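 also: 0% = neutral control wells and 100% = L-leucinethiol positive control wells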
Target sequence (Q9NZ08 whole entry, looked up): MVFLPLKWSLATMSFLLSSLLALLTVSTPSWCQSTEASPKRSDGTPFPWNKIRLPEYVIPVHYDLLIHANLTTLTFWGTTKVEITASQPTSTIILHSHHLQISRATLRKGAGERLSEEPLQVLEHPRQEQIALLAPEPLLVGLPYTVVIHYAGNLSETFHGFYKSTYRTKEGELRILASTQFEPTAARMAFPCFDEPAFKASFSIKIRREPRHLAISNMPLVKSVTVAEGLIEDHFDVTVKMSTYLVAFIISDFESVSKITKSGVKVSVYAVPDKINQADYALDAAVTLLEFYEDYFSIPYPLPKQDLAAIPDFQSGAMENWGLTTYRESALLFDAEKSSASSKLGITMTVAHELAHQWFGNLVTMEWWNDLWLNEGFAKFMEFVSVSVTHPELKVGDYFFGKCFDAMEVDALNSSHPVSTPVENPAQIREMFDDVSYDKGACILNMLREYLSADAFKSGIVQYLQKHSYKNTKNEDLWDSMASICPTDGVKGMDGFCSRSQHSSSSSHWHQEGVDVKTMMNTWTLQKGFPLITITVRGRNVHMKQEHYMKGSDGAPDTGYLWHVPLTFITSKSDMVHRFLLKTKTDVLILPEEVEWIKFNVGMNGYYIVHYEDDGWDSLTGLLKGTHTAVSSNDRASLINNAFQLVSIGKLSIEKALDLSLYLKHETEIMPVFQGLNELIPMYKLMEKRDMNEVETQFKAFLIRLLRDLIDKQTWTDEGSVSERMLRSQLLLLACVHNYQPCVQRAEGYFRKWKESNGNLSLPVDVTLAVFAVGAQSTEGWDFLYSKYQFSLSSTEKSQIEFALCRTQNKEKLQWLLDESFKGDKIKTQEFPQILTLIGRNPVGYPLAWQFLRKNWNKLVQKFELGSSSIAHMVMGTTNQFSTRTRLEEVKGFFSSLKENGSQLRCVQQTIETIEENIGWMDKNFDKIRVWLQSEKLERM
ARNT TACC3 PPI = ARNT/TACC3 interaction disruption. AlphaScreen His-ARNT PAS-B/GST-TACC3 binding, luminescence; TACC3 fragment carries E629A point mutation. inhibition, % at 9.99 µM. actives 0.66% (n = 390,000). AID 623870;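 active = mean inhibition of replicates at least 50% and at least half of replicates each reaching 50%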;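 also: 0% = complete ARNT plus TACC3 wells and 100% = ARNT alone without TACC3; many hits fall short of the cut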
RAD54 branch = inhibitors of human RAD54 branch migration; Q92698; RAD54 Holliday junction branch migration, FAM/BHQ fluorescence; inhibition, % at 10.4 µM; actives 0.14% (n = 360,000);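 active = mean normalized replicate activity at least 40 and at least half of replicates scoring 40 or more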;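 also: 0% = median of neutral control wells and 100% = median of positive control wells; inhibitors cause a drop in the FAM fluorescence signal; in these data hits start at about 50%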
XiGFP reactiv = X-chromosome reactivation activator | XiGFP mouse fibroblasts, % GFP-positive cells imaging, 3 d; cells co-treated with 5-aza-dC sensitizer; scaled so ellipticine positive control = 100% | activation, % at 7.58 µM | actives 0.055% (n = 360,000) | AID 743238;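 active = mean normalized replicate activation at least 10% and every replicate at or above 10%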;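 also: 0% = median of on-plate neutral control wells and 100% = ellipticine 6 µM median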
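System: SV40-immortalized XiGFP fibroblast cells, line 68-5-11 / Incubation: 3-day compound exposure, then 15 min fixation at room temperature / Compound: single concentration per compound, delivered by pin transfer / Buffer or medium: DMEM plus 5-aza-dC sensitizer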
INS-1E GSIS act = GLuc luminescence reporter in INS-1E cells, primary screen for activators of glucose-dependent secretion of insulin. actives 0.61% (n = 370,000). INS-1E GLuc reporter insulin secretion, 2-3 h. activation, % at 16.6 µM;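 active = lowest replicate activation of at least 40%, so every replicate reaches that level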;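 also: 0% = median of neutral control wells and 100% = median of IBMX positive control wells; some compounds called inactive have numbers as strong as hits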
esBAF inh = blocks esBAF chromatin remodeling in mouse ES cells | AID 602393 | Bmi1-luciferase knock-in reporter, 24 h; 100% = twice the neutral-well signal | reporter increase, % at 12.5 µM | actives 2% (n = 350,000); in the data active = activation above about 40%;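 also: 0% = median of the plate's neutral control wells and 100% = double that signal; a rise in the Bmi1 reporter signal indicates esBAF inhibition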
F508del corr = correctors of CFTR F508del function in bronchial epithelial cells. CFBE cells, YFP halide quenching; stimulated with forskolin plus potentiator P3; % fluorescence drop versus neutral controls. activity (quench increase), % at 7.58 µM. actives 0.36% (n = 350,000). AID 720511;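 active = mean added fluorescence quench of at least 8% versus neutral control, with both replicates also reaching 8%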;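 also: cells transiently co-express mutant CFTR-F508del with the halide-sensitive YFP; corrector assay measuring rescue of mutant channel to the surface after 24 h compound exposure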
RAD52 anneal inh = RAD52 (human) annealing inhibition; recombinant RAD52 DNA annealing, FRET fluorescence; inhibition, % at 18.7 µM; actives 0.46% (n = 360,000); AID 651710;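 active = every replicate showing at least 50% inhibition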
* marks the source's active call; other numbers are inactive results; · = no result given.

Preview (four entries):
Second line of a record: ERAP1 inh | ARNT TACC3 PPI | RAD54 branch | XiGFP reactiv | INS-1E GSIS act | esBAF inh | F508del corr | RAD52 anneal inh
1) COC(=O)C1(NC(=O)NC23CC4CC(CC(C4)C2)C3)CCCCC1
→ -1 | 14 | · | 0.1 | 6 | · | -0.9 | -11
2) Cc1cc(=O)oc2ccc(OCC(=O)N3CCC(C)CC3)cc12
→ · | -2 | 9 | · | -3 | 2 | · | ·
3) COc1cc2oc(=O)cc(-c3ccc(-c4ccc(O)cc4)cc3)c2c(OC)c1OC
→ · | 6 | -1 | 0.2 | 33 | -1 | 2.0 | -9
4) COc1ccc(C(=O)OCC(N)=O)cc1[N+](=O)[O-]
→ 4 | -1 | -2 | 0.0 | · | · | -0.9 | -21

All compounds of this part, repeating the preview:
Second line of a record: ERAP1 inh | ARNT TACC3 PPI | RAD54 branch | XiGFP reactiv | INS-1E GSIS act | esBAF inh | F508del corr | RAD52 anneal inh
1) COC(=O)C1(NC(=O)NC23CC4CC(CC(C4)C2)C3)CCCCC1
→ -1 | 14 | · | 0.1 | 6 | · | -0.9 | -11
2) Cc1cc(=O)oc2ccc(OCC(=O)N3CCC(C)CC3)cc12
→ · | -2 | 9 | · | -3 | 2 | · | ·
3) COc1cc2oc(=O)cc(-c3ccc(-c4ccc(O)cc4)cc3)c2c(OC)c1OC
→ · | 6 | -1 | 0.2 | 33 | -1 | 2.0 | -9
4) COc1ccc(C(=O)OCC(N)=O)cc1[N+](=O)[O-]
→ 4 | -1 | -2 | 0.0 | · | · | -0.9 | -21
5) COC(=O)c1c(CSc2ccc(C)c(C)c2)noc1C(=O)NCc1ccc(OC)cc1
→ 0 | -1 | -3 | 0.0 | -26 | -9 | 3.5 | -11
6) CCC(=O)Nc1ccc2c(c1)C(=O)N(C)[C@H]1CC[C@H](CC(=O)NCc3ccccc3)O[C@H]1CO2
→ -1 | -12 | 1 | 0.1 | -5 | -8 | 0.7 | 2
7) O=C(NCc1ccco1)c1cc(-c2ccco2)on1
→ -8 | -6 | · | · | -31 | 29 | 0.9 | -9
8) C[C@@H]1CN([C@@H](C)CO)S(=O)(=O)c2ccc(/C=C/c3ccccc3)cc2O[C@H]1CN(C)C(=O)C1CC1
→ -1 | 10 | 1 | -0.1 | -27 | 4 | -0.7 | 15
9) COc1ccccc1N(CC(=O)N/N=C/c1ccccc1C(=O)O)S(C)(=O)=O
→ -2 | -4 | · | 0.2 | 16 | · | 0.6 | 4
10) Cc1ccccc1OCCCCCNCCO
→ -1 | -25 | -16 | · | -24 | -9 | -2.3 | -2
11) C[C@@H]1CN([C@@H](C)CO)C(=O)Cc2cc(NC(=O)Nc3cccc4ccccc34)ccc2O[C@@H]1CN(C)C(=O)Nc1cccc2ccccc12
→ -2 | 8 | 5 | 0.0 | 6 | -7 | 0.4 | 3
12) C[C@H]1NS(=O)(=O)c2ccc(Br)cc2O[C@H]1c1ccccc1
→ -8 | -28 | 8 | 0.0 | 19 | -6 | 0.9 | -12
13) O=[N+]([O-])c1ccc(-n2nnnc2-c2ccccc2)cc1
→ · | -6 | -9 | 0.0 | 0 | -7 | · | ·
14) CCOc1ccc(N=C2SCCCN2C(=O)c2c(CC)noc2C)cc1
→ 1 | -6 | -4 | 0.1 | 16 | 0 | 3.9 | -18
15) CCC1Nc2ncnc(N3CCN(c4ccccc4)CC3)c2N(Cc2ccc(OC)cc2)C1=O (configuration not stated)
→ 2 | 0 | 0 | 0.0 | 8 | 6 | 2.9 | -33
16) CC1(C)OC(=O)C2=C(C[C@@H](C3CC3)O[C@H]2c2ccc(Cl)cc2)O1
→ -3 | · | · | 0.0 | 8 | · | -0.7 | -14
17) Cc1ccc(S(=O)(=O)NC(=O)C2(C)CCN2C(=O)C2(c3ccc(Cl)cc3)CCC2)cc1 (configuration not stated)
→ -1 | · | 1 | 0.0 | · | 3 | -0.5 | -8
18) Cc1onc(-c2ccccc2)c1C(=O)NC(C)c1ccc2c(c1)OCO2 (configuration not stated)
→ 2 | 6 | 7 | 0.3 | 0 | · | -3.4 | -14
19) CC(C)C#Cc1ccc2c(c1)O[C@H](CN(C)CC1CCOCC1)[C@@H](C)CN([C@@H](C)CO)S2(=O)=O
→ 1 | 7 | -1 | 0.3 | -2 | 6 | 0.5 | -10
20) COc1cccc(OCc2cc(C(=O)NCCc3cccc(C)n3)no2)c1
→ 1 | -4 | -13 | -0.1 | 6 | 5 | -0.6 | 6
21) O=C(CNC(=O)N1CC(=O)Nc2ccccc21)NCc1cccc(Cl)c1
→ 0 | -25 | -15 | 0.0 | -16 | 4 | 0.9 | -5
22) Cc1cccc(Nc2nc(N)nc(CN3CCC(C)CC3)n2)c1C
→ -2 | 5 | -3 | · | 2 | -4 | -3.1 | -16
23) Cc1ccccc1NC(=O)Cc1nc(COC(=O)c2ccc(Cl)nc2)cs1
→ -3 | -1 | · | 1.0 | 4 | · | 1.1 | -12
24) CC(=O)N(C)C[C@H]1Oc2cc(-c3cccnc3)ccc2S(=O)(=O)N([C@@H](C)CO)C[C@H]1C
→ 0 | -15 | 1 | 0.5 | 12 | -2 | · | 3
25) COc1ccc(CN2CCC(=O)N([C@H](CO)c3ccccc3)CC2)cc1OC
→ -1 | -3 | 3 | -0.1 | 11 | 1 | 0.2 | -7
26) O=C(CCc1ccccc1)Nc1ccccc1C(F)(F)F
→ 3 | -2 | -1 | 0.0 | 10 | 16 | -1.7 | -9
27) COc1cccc(C(=O)N/N=c2/oc3ccccc3cc2C(N)=O)c1
→ 0 | · | · | 0.1 | 4 | · | -0.6 | -1
28) C/C=C/c1cnc2c(c1)C(=O)N([C@H](C)CO)C[C@@H](C)[C@H](CN(C)Cc1cncnc1)O2
→ 0 | -4 | 0 | -0.6 | 2 | -5 | -0.5 | 14
29) C/C(=N\NC(=O)c1nn(C)cc1Br)c1cccc(NC(=O)c2ccncc2)c1
→ -2 | 5 | 6 | -0.1 | 3 | 16 | · | -9
30) Cc1ccccc1NC(=O)Cc1nc(COC(=O)CCc2ccccc2)cs1
→ -1 | -4 | 1 | 0.0 | 2 | -1 | -5.1 | -35

An excerpt from above in order of their number in F508del corr, rising.
| cpd | SMILES | ERAP1 inh | ARNT TACC3 PPI | INS-1E GSIS act | esBAF inh | F508del corr | RAD52 anneal inh |
| --- | --- | --- | --- | --- | --- | --- | --- |
| 18 | Cc1onc(-c2ccccc2)c1C(=O)NC(C)c1ccc2c(c1)OCO2 (configuration not stated) | 2 | 6 | 0 | · | -3.4 | -14 |
| 27 | COc1cccc(C(=O)N/N=c2/oc3ccccc3cc2C(N)=O)c1 | 0 | · | 4 | · | -0.6 | -1 |
| 21 | O=C(CNC(=O)N1CC(=O)Nc2ccccc21)NCc1cccc(Cl)c1 | 0 | -25 | -16 | 4 | 0.9 | -5 |

(further entries)
Second line of a record: ERAP1 inh | ARNT TACC3 PPI | RAD54 branch | XiGFP reactiv | INS-1E GSIS act | esBAF inh | F508del corr | RAD52 anneal inh
31) Cc1ccc(NC(=O)CSc2nc3ncc(Br)cc3[nH]2)cc1C
→ -3 | -5 | -7 | 0.2 | 7 | -5 | 0.6 | -12
32) CC(=O)C1=C(C)NC(SCC(N)=O)=C(C#N)C1CC(C)C (configuration not stated)
→ -2 | -5 | · | 0.1 | -2 | · | 0.8 | -19
33) O=C(COC(=O)c1ccc(Cl)c(S(=O)(=O)NCc2ccccc2)c1)NC1CC1
→ 1 | -2 | -5 | 0.1 | -2 | -14 | -0.1 | 1
34) O=C(NCc1ccccc1)c1cc(C2COCCN2C(=O)OCCF)on1 (configuration not stated)
→ 1 | · | 10 | -0.1 | -2 | -6 | 0.4 | -4
35) COc1ccc(C(=O)NCCCNC(=O)c2cccnc2)cc1Br
→ 1 | 11 | -9 | 0.0 | 11 | · | 1.4 | -2
36) CCCCNC(=O)C1CC(=O)N(C2CCCC2)C1 (configuration not stated)
→ · | -8 | -1 | · | 11 | 9 | · | ·
37) Cc1cc(=O)c2ccccc2n1Cc1ccccc1
→ 1 | -13 | · | 0.0 | 5 | · | 0.8 | -22
38) O=C(COc1ccc(Cl)cc1Cl)NCCCNC(=O)c1cnccn1
→ 1 | 15 | -4 | 0.0 | -8 | 6 | 3.4 | -10
39) C=CCN=C1S/C(=C/c2cccc([N+](=O)[O-])c2)C(=O)N1CC=C
→ -4 | -5 | · | 0.3 | · | · | 2.8 | -12
40) CCOC(=O)CNC(=S)N(Cc1ccccc1F)C1CCCCC1
→ 3 | -5 | 4 | 0.0 | -41 | -1 | -1.4 | -4
41) O=C(CSc1nccc(=O)[nH]1)NCc1ccc2c(c1)OCO2
→ 0 | 24 | 1 | 0.2 | 18 | -6 | 1.1 | -11
42) Cc1cccc(C(=O)NCC(=O)N2CC(=O)Nc3ccccc32)c1
→ 1 | -5 | · | 0.0 | -6 | · | -0.9 | -9
43) C=C(C)CN(CC)C(=O)CC1C(=O)NCCN1Cc1c(F)cccc1Cl (configuration not stated)
→ -4 | · | · | 0.4 | -12 | · | 0.2 | 6
44) O=C(CSc1nnc(-c2ccc3c(c2)OCO3)n1-c1ccccc1)c1ccccc1
→ 0 | -6 | -8 | 0.0 | 0 | · | 0.0 | -12
45) CN(C(=O)C1CCCC1)C1CCS(=O)(=O)C1 (configuration not stated)
→ 0 | -1 | -11 | 0.0 | 21 | -4 | 0.4 | 0
46) COc1ccccc1OCC(O)CN1CCN(C(=O)c2ccccc2)CC1 (configuration not stated)
→ 0 | -6 | -11 | 0.0 | 17 | 1 | 2.2 | 3
47) Cc1ccc(-c2cnn(-c3ccccc3)c2N)cc1
→ -3 | -3 | 6 | 0.3 | -1 | 0 | 0.1 | -8
48) Cc1cccc(NCCC(=O)c2ccc([N+](=O)[O-])cc2)c1C
→ 0 | 2 | 1 | 0.2 | 14 | 0 | -11 | -15
49) C[C@@H](O)C#Cc1ccc([C@@H]2[C@@H](CO)N3CCCCN(C(=O)c4cccc(F)c4)C[C@H]23)cc1
→ -3 | -8 | -1 | 0.4 | 13 | 3 | -0.8 | -7
50) COc1cc(C(=S)N2CCOCC2)cc(OC)c1OS(=O)(=O)c1ccc(Cl)cc1
→ 0 | 2 | -2 | 0.0 | -13 | -6 | -1.2 | -4
51) CCCNC(=O)C1(C)CCN(C(=O)c2cccc(Cl)c2)C1 (configuration not stated)
→ 1 | · | -7 | 0.0 | · | -2 | 1.7 | 3
52) CCC(CC)C(=O)NCCCN1CCOCC1
→ -9 | -29 | · | 0.4 | · | · | · | 2
53) S=C(NCCc1ccccc1)NCC(c1ccco1)N1CCCCC1 (configuration not stated)
→ -1 | 0 | · | -0.1 | 4 | · | -1.2 | -46
54) CCOC(=O)CC(=O)CSc1ncnc2c1nnn2-c1ccccc1
→ -4 | · | -4 | 0.2 | 10 | -1 | -1.1 | -34
55) O=C(CCCc1nc2ccccc2s1)NCc1ccc(F)cc1
→ · | -15 | · | 0.1 | 6 | -2 | · | ·
56) CCC(=O)Nc1nnc(S(=O)(=O)N(C)c2cc(C)cc(C)c2)s1
→ 0 | -4 | -5 | 0.0 | 5 | -2 | 2.7 | -4
57) COc1ccc(CN2C(=O)c3ccccc3C2=O)cc1C(=O)N(C)CC(=O)Nc1ccc(F)cc1
→ 0 | -11 | 1 | 0.0 | -8 | -3 | 4.5 | -11
58) CCOc1ccc(N(CC(=O)NC2CCCCC2)C(=O)CCC(=O)Nc2cc(C)ccn2)cc1
→ -4 | 1 | -6 | 0.0 | 10 | 9 | 1.0 | -2
59) O=C1C=C(c2cccc(CO)c2)C[C@@H](c2ccc3c(c2)OCO3)C1
→ · | -7 | 4 | -0.2 | 0 | 4 | -0.8 | 9
60) O=C(CN1CCOCC1)Nc1ccccc1C(=O)O
→ -2 | -3 | 5 | · | 20 | -6 | · | -6
61) O=C(c1ccncc1)c1ccc([N+](=O)[O-])cc1
→ -1 | -3 | 4 | 0.1 | 32 | -14 | 3.7 | 0
62) COc1ccc(OC)c2sc(Cl)nc12
→ -3 | -9 | · | 0.0 | 0 | · | 1.4 | -10

Assay outcomes from PubChem.
